# Screening results (PubChem)
# TRHR ag – qHTS for Small Molecule Agonists and Allosteric Enhancers of Human TRH Receptor: Primary Screen for Agonists; AID 493084, 2011; hit rate 0.18% among 360,000; Thyrotropin-releasing hormone receptor (Homo sapiens), P34981; TRHR cells, calcium flux fluo-8, FDSS agonist mode; activation, % at 2 µM; in the data active = activation above about 30%; also: 0% is about no effect
#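 Fluo-8-loaded TRHR cells; 10 s baseline, compound added, kinetic Ca2+ fluorescence read 1/s, agonist mode.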
# TrxR1 inh – qHTS Assay for Inhibitors of Mammalian Selenoprotein Thioredoxin Reductase 1 (TrxR1): qHTS | Thioredoxin reductase 1, cytoplasmic (Rattus norvegicus), O89049 | recombinant rTrxR1, NADPH fluorescence consumption, selenite substrate | Potency, µM (series often up to 114 µM), for the others: top-dose activity change, negative = inhibition, hits mostly inhibitors | hit rate 1% among 390,000 | AID 588453, 2011; also: potency is read from the fitted curve at half-maximal effect; % is scaled to controls: 0 for no effect and ±100 for the full control effect; nearly all actives have a fitted effect of over 65% in size
#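 Rat TrxR1 (90 nM in the dispensed reagent) was pre-reduced with 400 uM NADPH for 5 min at room temperature, then incubated with compound for 15 min. After 400 uM selenite was added, NADPH fluorescence (Ex 340/Em 450 nm) was followed for 8 min.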
# USP1-UAF1 inh – Inhibitors of USP1/UAF1: Primary Screen. Ubiquitin carboxyl-terminal hydrolase 1 (Homo sapiens), O94782. recombinant USP1/UAF1, Ub-Rhodamine cleavage fluorescence. Potency, µM (series often up to 57.1 µM), inactives show at the highest dose activity change, negative = inhibition, actives largely listed as inhibitors. hit rate 0.23% among 390,000; also: potency is read from the fitted curve at half-maximal effect; % is scaled to controls: 0 for no effect and ±100 for the full control effect; nearly all actives have a fitted effect of over 60% in size; inactives centre near -12
# Target sequence (O94782 whole entry, looked up): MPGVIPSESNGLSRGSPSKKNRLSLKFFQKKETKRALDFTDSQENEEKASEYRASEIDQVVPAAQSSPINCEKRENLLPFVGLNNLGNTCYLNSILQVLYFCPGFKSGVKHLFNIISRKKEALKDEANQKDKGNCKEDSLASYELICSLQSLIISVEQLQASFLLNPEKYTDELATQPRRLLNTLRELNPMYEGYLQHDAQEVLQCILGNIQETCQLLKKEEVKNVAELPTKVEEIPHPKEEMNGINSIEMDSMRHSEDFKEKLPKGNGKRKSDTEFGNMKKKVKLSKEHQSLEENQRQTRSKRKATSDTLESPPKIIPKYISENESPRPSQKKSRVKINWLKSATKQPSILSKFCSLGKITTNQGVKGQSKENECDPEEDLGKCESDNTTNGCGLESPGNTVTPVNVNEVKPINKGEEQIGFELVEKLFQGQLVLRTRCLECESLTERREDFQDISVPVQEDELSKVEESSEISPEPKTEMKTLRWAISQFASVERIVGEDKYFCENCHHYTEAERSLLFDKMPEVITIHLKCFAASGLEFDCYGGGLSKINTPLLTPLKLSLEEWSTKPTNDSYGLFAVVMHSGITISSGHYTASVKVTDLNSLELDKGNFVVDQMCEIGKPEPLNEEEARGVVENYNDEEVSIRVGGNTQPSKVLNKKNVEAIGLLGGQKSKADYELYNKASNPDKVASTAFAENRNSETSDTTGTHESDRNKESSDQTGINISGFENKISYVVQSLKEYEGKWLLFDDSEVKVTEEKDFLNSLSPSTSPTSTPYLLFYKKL
#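 Step one: compound is pinned into 1nM USP1/UAF1 in HEPES pH 7.8 buffer with TCEP. Step two: 15 min room-temperature incubation. Step three: Ub-Rho (150nM final) starts cleavage, tracked by fluorescence over six one-minute reads.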
# D2 agonist – HTS Assay for Allosteric Agonists of the Human D2 Dopamine Receptor: Primary Screen for Agonists | HEK293 T-REx D2 cells, calcium flux agonist mode | hit rate 0.53% among 340,000 | AID 485358, 2010 | activation, % at 2 µM;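 active = activation over 3 SD above normal in the single-dose calcium agonist read, cut at about 30% in these data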; also: 0% is about no effect
#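 Agonism is scored from calcium flux in a force-coupled, inducible HEK293 cell line expressing D2, read kinetically for 180 s after compound addition against dopamine controls.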
# D2 antag – HTS Assay for Allosteric Antagonists of the Human D2 Dopamine Receptor: Primary Screen for Antagonists; D(2) dopamine receptor (Homo sapiens), P14416; HEK293 TREx D2 cells, calcium flux, dopamine EC80; inhibition, % at 10 µM; hit rate 2% among 340,000; in the data active = inhibition above about 30%; also: 0% is about no effect
#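 Tetracycline-induced HEK293 T-REx cells expressing D2 force-coupled to calcium signalling were dye-loaded, exposed to compound for 180 s, then challenged with an EC80 of dopamine; calcium flux was followed kinetically for a further 180 s.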
# mIDH1 inhibitor – qHTS for Inhibitors of mutant isocitrate dehydrogenase 1 (IDH1): qHTS; AID 602179, 2012; Potency, µM (doses to about 76.6 µM), for inactives: at the top dose activity change, negative = inhibition, actives largely listed as inhibitors; Isocitrate dehydrogenase [NADP] cytoplasmic (Homo sapiens), O75874; hit rate 0.093% among 390,000; IDH1-R132H enzyme, NADPH consumption, diaphorase/resazurin fluorescence; also: potency is read from the fitted curve at half-maximal effect; % is scaled to controls: 0 for no effect and ±100 for the full control effect; nearly all actives have a fitted effect of over 65% in size
#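 IDH1-R132H (0.5 ug/mL dispensed) in pH 7.5 Tris buffer was preincubated 30 min with compound, then given a substrate mix of 0.016 mM NADPH and 2 mM alpha-KG for 80 min at room temperature; remaining NADPH was read by diaphorase/resazurin fluorescence.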
# TrxR1 substrate – qHTS Assay for Substrates of Mammalian Selenoprotein Thioredoxin Reductase 1 (TrxR1): qHTS; AID 588456, 2011; Potency, µM (series often up to 114 µM), without a hit: at the highest dose activity change, negative = substrate turnover; Thioredoxin reductase 1, cytoplasmic (Rattus norvegicus), O89049; purified TrxR1 substrate turnover, NADPH consumption readout; hit rate 0.01% among 390,000; also: potency is read from the fitted curve at half-maximal effect; % is scaled to controls: 0 for no effect and ±100 for the full control effect; nearly all actives have a fitted effect of over 50% in size
#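 Rat TrxR1, dispensed at 90 nM, was prereduced with 400 uM NADPH (final) for 5 min at ~22 deg C, then incubated with compound 15 min before 400 uM selenite. A first-read NADPH fluorescence drop versus no-compound background flagged substrates.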
# Pin1 inhibitor – qHTS Assay to Find Inhibitors of Pin1 | Peptidyl-prolyl cis-trans isomerase NIMA-interacting 1 (Homo sapiens), Q13526 | Pin1 FP peptide displacement, HiFluor488, 10 min | Potency, µM (top dose mostly 115 µM), without a hit: at the top dose activity, negative = inhibition, hits mostly inhibitors | hit rate 0.009% among 390,000; active = well fitted inhibition curve with a large enough effect in the polarisation, with a control signal flat, not every such curve was filed as active; inconclusive = small, poorly fitted or top-dose-only effect, or effect the other way, or a change in a side signal; inactive = no such curve, though single readings can be large or run the other way; the % refers to the polarisation; also: potency is read from the fitted curve at half-maximal effect; % is scaled to controls: 0 for no effect and ±100 for the full control effect
# Target sequence (Q13526 whole entry, looked up): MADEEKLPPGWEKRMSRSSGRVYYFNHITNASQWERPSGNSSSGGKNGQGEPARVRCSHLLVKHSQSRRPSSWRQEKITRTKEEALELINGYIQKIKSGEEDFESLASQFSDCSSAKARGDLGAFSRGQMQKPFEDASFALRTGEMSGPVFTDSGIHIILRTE
# TRHR enhancer – qHTS for Small Molecule Agonists and Allosteric Enhancers of Human TRH Receptor: Primary Screen for Enhancers; TRHR cells, fluo-8 calcium fluorescence, EC20 TRH enhancement; Thyrotropin-releasing hormone receptor (Homo sapiens), P34981; enhancement, % at 2 µM; hit rate 0.66% among 360,000; in the data active = enhancement above about 30%; also: 0% is about no effect
#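 TRHR-expressing cells loaded with fluo-8 calcium dye were read kinetically (ex 480/em 530) during compound addition, then stimulated with an EC20 of TRH (10 nM final). Enhancement of the Gq-mediated intracellular calcium response was scored.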
# Active calls of the source: *; ? = inconclusive; · = no result given; & = joins results of further samples; [ ] = dose if it differs, or a comment. Unless noted, calls follow the shape of the dose curve; as a rule, active = well fitted inhibition curve with a large enough effect; inconclusive = small, poorly fitted or top-dose-only effect; inactive = no such curve, though single readings can be large or run the other way. The list is partial; rates above refer to the full screens.
canonical_smiles	TRHR ag	TrxR1 inh	USP1-UAF1 inh	D2 agonist	D2 antag	mIDH1 inhibitor	TrxR1 substrate	Pin1 inhibitor	TRHR enhancer
Cc1c(CNCCc2ccc(Cl)cc2)c(C(=O)O)c(C)n1-c1ccccc1	-0.8	-44%	-19%	-0.4	-3	7%	9%[57.1 µM]	0%	3
Cc1cc(C)c(NC(=O)CS(=O)CC(=O)NC2CCCc3ccccc32)c(C)c1 (stereo unspecified)	-0.5	23%	-8%	0.0	-14	1%	3%	2%	2
CN(C(=O)CSc1cn(CC(=O)N2CCCCC2)c2ccccc12)c1ccccc1	-0.1	19%	-2%	·	·	-10%	5%	-3%	-1
O=C1OC(c2ccccc2)C(O)=C1c1ccccc1 (stereo unspecified)	·	12%[57.1 µM]	-12%	·	·	2%	8%[57.1 µM]	-3%	·
CCOC(=O)Cc1csc(NC(=O)CSc2nc(N)c3c(C)c(C)sc3n2)n1	-0.6	6%	-12%	0.6	-1	-4%	-4%	1%	-8
CN(C)c1ccc(Nc2nc3ccccc3n3nnnc23)cc1	0.2	-6%	-7%	-1.5	·	6%	-2%	-7%	-1
Cc1cc(=O)n2[nH]cc(C(=O)O)c2n1	-0.1	26%	-3%	0.4	-7	2%	27%	-11%	-1
Cc1ccc(N(C)C(=O)c2cnn(-c3ccccc3)c2C)c(C)c1	-0.1	15%	-25%	-1.5	16	7%	7%	-7%	-5
O=C(/C=C/c1ccccc1)NC(N1CCOCC1)C(Cl)(Cl)Cl (stereo unspecified)	0.2	19%[57.1 µM]	-8%	·	·	2%	-19%[57.1 µM]	5%	45*
CCOc1ccc(-n2nnnc2SCC(=O)Nc2cccc(O)c2)cc1	0.2	26%[11.4 µM]	-12%	-0.8	3	1%	1%	3%	0
Oc1ccc(-c2nnc(SCc3ccccc3)o2)cc1	-1.3	-6%	-15%	0.3	0	-14%	-11%	3%	1
O=C(Nc1ccc(Oc2cccc(C(F)(F)F)c2)nc1)c1ccccc1	4.3	-6%[57.1 µM]	2%	1.6	0	3%	-10%[57.1 µM]	0%	2
CCN(c1ccccc1)S(=O)(=O)c1ccc(NC(=O)c2cc(=O)c3c(C)cc(C)cc3o2)cc1	1.4	32%	-19%	0.5	·	4%	8%	-5%	12
CCN(C(=O)C1CCN(S(=O)(=O)c2cc(Br)cc3c2N(C(C)=O)CC3)CC1)c1cccc(C)c1	-0.6	10%	0%	0.1	·	-3%	3%	4%	-4
COc1ccc(-c2cc(C(F)F)n3ncc(C(=O)N4CCc5ccccc5C4)c3n2)cc1	0.4	55%[activator]	?	-0.2	5	0%	44%[activator]	32%[activator]	-5
O=C(CCN1c2ccccc2Sc2ccccc21)Oc1ccccc1	-0.6	15%	-9%	-0.7	9	-1%	7%	8%	-4
Cc1ccc(CN(C(=O)c2ccccc2)c2ccccn2)o1	0.1	-7%	-2%	-2.1	·	-1%	-8%	-4%	2
c1ccc2oc(NC3=NCN(C4CCCCC4)CN3)nc2c1	0.5	22%	-26%	0.6	3	16%	7%	-5%	2
O=C(CNc1cccc([N+](=O)[O-])c1)NC(=O)NC1CCCCC1	·	-7%	-1%	·	·	1%	-2%	-5%	·
COc1ccc(CC(=O)NNC(=O)c2ccccn2)cc1	-0.2	14%	-4%	0.2	-1	-9%	-2%	0%	1
COc1cccc(CNC(=O)CCC2CCCN(C(=O)c3ccc(C)nc3)C2)c1 (stereo unspecified)	-0.1	27%	-22%	-0.2	7	-5%	4%	-5%	-3
O=C(NC1CC1)c1ccc(S(=O)(=O)NCC2CCCCC2)cc1	-0.4	14%	-19%	1.3	23	5%	9%	-4%	-2
C#CCOCCOCCOCCNc1nc(N2CCOCC2)nc(N2CCN(C(=O)[C@H]([C@@H](C)CC)n3cc(CCCN=C(N)N)nn3)CC2)n1	0.4	-5%[57.1 µM]	-32%	0.2	-9	0%	3%[57.1 µM]	-6%	4
CC(NC(=O)COC(=O)c1ccco1)C12CC3CC(CC(C3)C1)C2 (stereo unspecified)	-1.4	21%	·	·	·	·	0%	0%	-1
O=S(=O)(c1ccc(NC(=S)NCc2ccc(F)cc2)cc1)N1CCOCC1	3.5	?	-9%	5.1	-2	-7%	-5%	-1%	-4
O=C(CSc1ncnc2ccccc12)Nc1ccc(N2CCOCC2)cc1	0.6	·	·	0.8	4	·	·	·	0
CC(C)CCNC(=O)NC(=O)CSc1nnc(COc2ccccc2Cl)o1	0.7	-16%[57.1 µM]	-1%	0.1	-5	-5%	4%[57.1 µM]	-2%	5
COc1nc(N(C)C)nc(-n2nnc(C(C)=O)c2C)n1	0.4	3%	-9%	0.2	-8	5%	1%[57.1 µM]	-9%	1
O=C(O)c1ccccc1C(=O)N1CCN(c2ncccn2)CC1	0.4	6%	-24%	15	-15	0%	12%	-4%	1
FC(F)(F)c1cccc(NC(=S)NCc2ccccn2)c1	-1.4	-12%	-18%	-1.3	7	7%	-6%	3%	-12
CN(C(=O)c1cccc(NC(=O)Cc2ccc(NC(=O)C3CCN(C(=O)c4ccccc4)CC3)cc2)c1)C1CCCC1	·	6%	-1%	·	·	-1%[38.3 µM]	0%	4%	·
CCCCSc1nc2c([nH]1)c(=O)n(C)c(=S)n2C	·	-13%	-19%	·	·	9%	-16%	2%	·
O=C(c1cc(-c2ccncc2)nc2ccccc12)N1CCN(Cc2ccccc2)CC1	·	-12%[57.1 µM]	-11%	·	·	12%	7%[57.1 µM]	6%	·
Cc1ccc(C2=NS(=O)(=O)N(C)C(C(=O)NC3CCCCC3)=C2)cc1	-0.3	7%[57.1 µM]	-27%	-0.4	-1	1%	-1%	1%	-3
CN1C(=O)c2c(sc3c2CCCC3)NC1c1ccccc1O (stereo unspecified)	0.5	·	·	1.5	6	·	·	·	6
Cc1cnn(-c2cc(N/N=C/c3ccccc3)ncn2)c1	-0.1	19%	-16%	0.1	-1	2%	3%	1%	5
CC1CC(C)CN(C(=O)COC(=O)c2cccc(S(=O)(=O)N(C)c3ccccc3)c2)C1 (stereo unspecified)	-0.8	-2%	-21%	-1.5	4	3%	-10%	2%	-3
COc1ccccc1NC(=O)N1CCCC1C(=O)Nc1ccc(NC(C)=O)cc1 (stereo unspecified)	0.3	12%	-17%	0.4	-5	-3%	4%	0%	5
COc1cc2c(cc1OC)CN(C1CCCN(Cc3cccc(C(C)=O)c3)C1)CC2 (stereo unspecified)	·	?	-18%	·	·	1%	24%	-2%	·
CC(C)CCNC(=O)c1cc(-c2cccs2)nc2ccccc12	-0.4	15%	-20%	0.1	9	2%	40%[activator]	-1%	8
COc1ccccc1CCNC(=O)c1cc(-c2ccccn2)nc2ccc(Br)cc12	0.1	·	·	0.9	-25	·	·	·	-4
CCCN1CCN(C(=O)Cn2c(-c3cccs3)cc3cc(F)ccc32)CC1	-1.2	18%	-25%	-0.2	·	3%	48%[activator]	-4%	-3
O=C(CC1CCCCC1)N1CCCC(c2nc(-c3ccc(S(=O)(=O)N4CCCC4)cc3)no2)C1 (stereo unspecified)	-0.1	16%	-3%	-1.4	13	9%	7%	4%	9
Cc1cc2oc(C(=O)NCCc3ccc(S(N)(=O)=O)cc3)cc(=O)c2cc1C	1.1&0.0	12%&11%	-24%&-7%	1.3&-0.7	16	-10%&0%	-1%&5%	6%&1%	3&1
COc1cc(C(=S)N(C)C)ccc1O	0.6	4%[57.1 µM]	-21%	-2.2	-31	-2%	5%[57.1 µM]	8%	10
CCOC(=O)C1CCN(C(=O)CCN2C(=O)C3C4C=CC(C4)C3C2=O)CC1 (stereo unspecified)	0.7	-13%[57.1 µM]	3%	-0.8	-11	6%	3%[57.1 µM]	-8%	-4
O=C(CN1C(=O)COc2ccccc21)NCCN1CCC(Cc2ccccc2)CC1	1.0	15%[57.1 µM]	1%	0.6	-22	-3%	7%[57.1 µM]	-10%	1
Cc1ccc(C(C)C)c(OCC(O)CN2CCN(CCO)CC2)c1 (stereo unspecified)	0.5	?	-12%	-0.9	-8	4%	-1%	-3%	2
COc1ccc(/C=C2\SC(=O)N(CC(=O)Nc3ccccc3O)C2=O)cc1OC	0.6	10%	?	2.1	-11	0%	8%	?	2
Cn1c(SCC#N)nc2ccccc2c1=O	-0.3	13%&4%	-5%	1.1	1	0%	-1%&-4%	2%&0%	0
